Source: PubChem BioAssay
WT yeast gro inh – growth inhibition of WT yeast, mitochondrial fusion screen. mitochondrial fusion phenotypic screen, WT strain. 190,000 tested, 2.1% active. inhibition, % at 10 µM; in the data active means inhibition above about 58%; tested in S. cerevisiae
Dynein transport – blocks dynein driven cargo transport along microtubules; 3617.4 mouse cells, GR-EGFP nuclear translocation imaging; test concentration mostly 20 µM; stimulated with dexamethasone, 1 µM; active compounds read low; z-score, hits read low; 220,000 tested, 0.47% active;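 active means plate z-score of nuclear minus cytoplasmic receptor signal below a set negative limit, without overly bright fluorescence or cell loss, cut at about -3.5 in these data, passing the limit was not always enough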;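 further: z-score of nuclear minus cytoplasmic ring GR-EGFP intensity difference per well; some compounds called inactive have numbers as strong as hits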
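medium = tetracycline-free induction medium containing charcoal-stripped FBS | probe or stimulus = dexamethasone, 1.0 µM final | timing = 48 h induction, then 1 h compound, then 30 min agonist, 37 °C | detection = automated 10x imaging of fixed Hoechst-stained cells | read-out basis = nuclear versus cytoplasmic GR-EGFP signal, averaged per well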
Autophagy mod – autophagy modulation, high-content screen. AID 463193. calls only at 10 µM (by protocol). MEF GFP-LC3 puncta imaging; test concentration mostly 10 µM. 190,000 tested, 0.98% active;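 active means percentage of spot-positive cells more than 3 SD above its plate mean, without a fluorescence outlier flag or 80% toxicity; inconclusive means no clear call, values can overlap the other calls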;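 further: spot-positive cell cutoff set from DMSO-treated cells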
MT stabilizer – stabilizes microtubules in HeLa cells; HeLa tubulin immunostaining HCS, 24 h; share of cells brighter than vehicle mean+2SD; % tubulin-high responders, % at 10 µM; 200,000 tested, 0.83% active;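 active means plate Z-score above 3 for both tubulin-high and condensed-nucleus cell shares, with cell loss under 80%, at 10 µM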;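 further: anti alpha tubulin signal scored within the nucleus-defined area of each cell; some results filed as inactive read as strong as hits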
AID2073 – inhibitors of Mint1-CaV2.2 protein interaction, biochemical, HTRF (AID 2073); HTRF protein-protein interaction, Mint1-CaV2.2; higher % means a stronger effect; inhibition, % at 20 µM; hits with a dose series show IC50 in µM; 290,000 tested, 0.19% active; in the data active means inhibition mostly above about 51%, no sharp cut-off; inconclusive means no clear call, values can overlap the other calls; inactive means mostly below about 53%; further: some results filed as inactive read as strong as hits
Yfh1-off respiration – mitochondrial function rescue without frataxin homolog – Friedreich's ataxia, plus single-dose screen, dose response (AID 1465). S. cerevisiae Yfh1-off respiration, WST-1 reduction, 72 h; higher fold induction means a stronger effect. one-dose fold induction at 50 µM; EC50 in µM for titrated hits. 220,000 tested, 0.074% active;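 active means fold induction of absorbance versus untreated yeast above a set limit, then at least 30% activation at any dose in follow-up; inconclusive means repeats straddling the limit, or above it without dose testing; inactive means fold induction below the set limit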;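 further: activators that raise dye reduction in frataxin-depleted yeast; strong numbers were not always called active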
Ins promoter up – MIN6 insulin promoter up-regulation | 190,000 tested, 0.3% active | z-score at 5 µM | MIN6 insulin promoter-GFP reporter, high-content imaging; active compounds read high;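 active means z-score above 3 at 5 µM with at least 500 cells counted in the well; inconclusive means wells under 500 cells, flagged as cytotoxic or low count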
bCat nuc transl – alters nuclear translocation of beta-catenin in HeLa cells | nuclear translocation activity, % at 5 µM | 190,000 tested, 0.3% active | immunofluorescence imaging;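 active means nuclear translocation activity above 50% at 5 µM, with a well cell count of 50 or more; inconclusive means wells under 50 cells across six images, flagged as toxic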;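 further: per-cell ratio of nuclear to cytoplasmic median beta-catenin stain intensity; plate controls were DMSO negative control for no effect and GSK-3 inhibitor IX positive control for full effect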
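Technique: fluorescence imaging of beta-catenin antibody stain plus DAPI / Material: human HeLa cell line / Incubation: compound treatment 24 h, 37°C, 5% CO2 / Read-out basis: % activation of per-cell nuclear versus cytoplasmic median beta-catenin signal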
HIV fusion peptide – inhibitors of HIV fusion peptide binding, primary screen, biochemical, uHTS, fluorescence dequenching (AID 1986); one-dose inhibition, % at 20 µM; IC50 in µM for titrated hits; 290,000 tested, 0.3% active; cell-free peptide binding, fluorescence dequenching, 30 min; higher % means a stronger effect; in the data active means inhibition mostly above about 52%, no sharp cut-off; inactive means mostly below about 76%; further: some results filed as inactive read as strong as hits
WT yeast gro inh mutant strain – second read-out of WT yeast gro inh, no call of its own (marks repeat the call); inhibition, %; mitochondrial fusion phenotypic screen, mutant strain inhibition
Dynein transport cytoplasmic EGFP – further read-out of Dynein transport, marked with its call; z-score; measured here: cytoplasmic GR-EGFP intensity; active compounds read high
Dynein transport nuclear GR-EGFP – also measured in Dynein transport; calls as there; z-score; measured here: nuclear GR-EGFP intensity;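 lower value marks the stronger effect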
Dynein transport cell count – recorded beside Dynein transport, whose call it bears; z-score; measured here: cell count per field
Ins promoter up cell count – recorded beside Ins promoter up, whose call it bears; cell count; measured here: cytotoxicity, nuclei count;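 total cells summed across four imaged fields per well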
bCat nuc transl cell count 5 µM – recorded beside bCat nuc transl, whose call it bears; cell count; measured here: cell count, cytotoxicity flag
MT stabilizer Hoechst-high % – recorded beside MT stabilizer, whose call it bears; % Hoechst-high responders; measured here: nuclear condensation Hoechst responders;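 share of cells brighter than vehicle mean plus two SD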
MT stabilizer cytotoxicity % – also measured in MT stabilizer; calls as there; toxicity, %; measured here: cytotoxicity by cell density;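 0% = mean cell density of plate MIN control wells and 100% = no cells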
Autophagy mod cell loss 18 h – also measured in Autophagy mod; calls as there; toxicity, %; measured here: cell loss, nuclei count;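 cell loss after 18 h compound exposure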
An asterisk follows results filed as active; i = inactive; ? = inconclusive; nt = no result given.

SMILES	WT yeast gro inh	WT yeast gro inh mutant strain	Dynein transport	Dynein transport cytoplasmic EGFP	Dynein transport nuclear GR-EGFP	Dynein transport cell count	Autophagy mod	Autophagy mod cell loss 18 h	MT stabilizer	MT stabilizer Hoechst-high %	MT stabilizer cytotoxicity %	AID2073	Yfh1-off respiration	Ins promoter up	Ins promoter up cell count	bCat nuc transl	bCat nuc transl cell count 5 µM	HIV fusion peptide
CCOC(=O)C(C)Oc1cccc2c(=O)n(CC(=O)Nc3ccc(OCC)cc3)ccc12 (stereo not drawn)	7	-9	0.92	-0.23	0.52	-0.36	i	-1	3.8	3.8	4.3	13%	i	0.41	1979	0.1	1146	4.4%
O=C(/C=C/c1ccc(OCCCF)cc1)NCc1ccc(Cl)c(Cl)c1	-6	4	0.082	-0.2	-0.11	0.66	i	27	0.7	1.2	5.5	2%	i	0.26	1095	0.0	1358	1.7%
O=C(NN1C(=O)c2ccccc2NC1c1ccc([N+](=O)[O-])o1)c1ccc(Br)cc1 (stereo not drawn)	-1	-14	-0.82	-0.28	-0.38	1	i	7	2.3	1.5	1.3	-6%	i	nt	nt	-5.0	595	3.8%
COc1ccc(-c2ccc(CCC(=O)O)n2Cc2ccco2)cc1	1	-22	-0.6	-0.26	-0.0036	0.96	i	24	nt	nt	nt	10%	i	-0.31	1477	0.0	1075	5.7%
CC(C)(C)OC(=O)N1CCC[C@H]1c1nnc(SCc2cccc(Cl)c2)o1	nt	nt	-0.0072	-0.31	-0.12	1.5	nt	nt	nt	nt	nt	-21%	i	-0.26	1132	-1.2	1282	1.2%
O=C(c1ccc(NC(=S)NCc2ccco2)cc1)N1CCCCC1	8	3	-0.49	-0.056	-0.0078	0.38	i	-26	2.7	1.7	0.5	1%	i	0.35	1493	-1.8	1020	-0.5%
CC/C(Cc1ccccc1)=N/NC(=O)CCn1nnc2ccccc21	-4	3	-0.53	-0.33	-0.24	0.76	i	-3	2.8	2.6	4.9	4%	i	-0.81	1157	0.1	1100	-1.3%
Cc1nc(-c2ccccc2)c(Cc2ccccc2O)c(=O)[nH]1	nt	nt	-0.61	-0.76	-0.15	0.067	nt	nt	nt	nt	nt	6%	i	-0.74	1098	0.2	1324	-1.0%
CCOc1ccc(CN(Cc2ccco2)S(=O)(=O)c2ccc(-n3cnnn3)c(OC)c2)cc1	34	18	-0.52	-0.076	-0.13	0.6	i	-15	2.5	2.0	6.3	15%	i	-0.64	889	3.0	1025	0.1%
COc1ccc2c(c1)CCc1c(C(=O)Nc3c(C)nn(Cc4ccccc4)c3C)noc1-2	-1	17	1.3	-0.076	0.61	-1.4	i	2	1.7	1.4	3.9	-10%	i	nt	nt	nt	nt	-2.8%
Cc1nnc(SCCn2c(N3CC(C)CC(C)C3)nc3c2c(=O)n(C)c(=O)n3C)s1 (stereo not drawn)	3	22	-0.32	-0.24	-0.15	0.57	i	-6	4.2	2.2	4.6	-1%	i	0.14	1759	-0.7	1063	-1.6%
O=C(CCn1cnc2ccccc21)N/N=C/c1ccc(O)cc1	3	15	0.15	-0.25	0.049	0.34	i	2	1.8	2.1	5.6	-4%	i	0.54	1263	-3.1	582	-0.5%
O=S(=O)(Nc1ccc2c(c1)nc1n2CCN(Cc2ccccc2)C1)c1ccc(Cl)cc1	10	-13	-2.9	0.43	-1.6	0.43	i	3	30*	8.9*	28*	41%	i	-0.29	785	-5.5	981	1.5%
Cc1cc2c(cc1C)CSC(c1ccccc1O)SC2	44	-20	0.23	0.11	0.68	-0.75	i	-8	1.5	1.0	5.1	2%	i	-0.85	859	5.5	1132	0.5%
Cc1ccc(C(C(=O)NC(C)(C)C)N(Cc2cccs2)C(=O)c2ccc3c(c2)OCCO3)cc1 (stereo not drawn)	72*	23*	-0.25	0.027	-0.11	0.4	i	-9	2.8	3.6	12	-8%	i	-0.11	1403	1.0	843	-1.8%
CN(C)/N=C/c1ccc(Sc2ccccc2[N+](=O)[O-])o1	2	-16	0.49	-0.22	-0.12	0.29	i	20	2.6	3.3	10.0	-15%	i	0.43	1233	0.8	1008	-2.5%
COc1ccc(N(C(=O)c2ccc(Cl)cc2)C2=CC3CCC(C2)N3C)cc1 (stereo not drawn)	0	7	-0.27	-0.11	-0.13	-0.42	i	1	1.0	0.8	8.9	3%	i	-0.62	1061	-3.9	1241	-2.8%
COC(=O)CCN(C(=O)c1ccc(N2CCCCC2)c([N+](=O)[O-])c1)c1ccccn1	1	7	0.44	-0.31	0.91	-0.12	i	12	2.7	2.3	4.3	-7%	i	-0.75	1392	1.4	1523	0.3%
CCCCOC(=O)n1c(=O)oc2cc(S(=O)(=O)N3CCCCC3)ccc21	-20	-16	-0.7	-0.18	-0.47	-0.74	i	-4	3.1	1.5	6.5	2%	i	-0.19	1107	nt	nt	3.8%
Cc1ccc(COc2ccsc2C(=O)NNC(N)=S)cc1	7	12	3.7	-0.1	2.6	-2.2	i	25	3.9	2.2	8.5	-6%	i	-0.32	1546	-2.8	1141	-3.8%
O=C(c1ccc2c3c(cccc13)CC2)C1CCCN(Cc2ccccn2)C1 (stereo not drawn)	22	29	-0.73	-0.17	-0.27	0.39	i	15	2.3	2.0	4.6	12%	i	0.19	1473	-2.1	1102	1.4%
NC(N)=N/N=C/c1ccc(OCc2ccc(Cl)cc2Cl)cc1	10	-1	-0.24	-0.15	-0.22	0.62	i	16	32	6.2	88	6%	i	-0.87	1444	1.5	1272	7.6%
O=C1C2C3C=CC(CC3)C2C(=O)N1c1ccccc1[N+](=O)[O-] (stereo not drawn)	-6	-14	0.81	-0.23	0.45	-0.87	i	-4	2.9	1.6	1.8	-16%	i	nt	nt	0.0	592	0.3%
CSc1ccc(/C=N/N2CCN(Cc3ccccc3)CC2)cc1	5	23	0.71	-0.21	0.26	0.034	i	13	2.8	3.7	7.7	-18%	i	1.1	1553	2.1	900	-0.4%
COc1ccc(CCNC2CC(=O)N(CCc3ccc(OC)c(OC)c3)C2=O)cc1 (stereo not drawn)	6	-3	1.6	-0.48	0.7	-0.016	i	-4	1.1	1.0	21	2%	i	-0.03	938	-1.3	1176	0.6%
CN(C)S(=O)(=O)c1cc(S(=O)(=O)N(C)C)c(Cl)cc1N	-1	-3	0.08	-0.39	0.024	-0.058	i	7	1.7	1.2	8.1	-6%	i	0.96	1331	-5.1	889	-0.2%
COc1ccccc1/C=N/NC(=O)c1ccc(CN2C(=O)c3cccc4cccc2c34)cc1	nt	nt	0.27	-0.15	0.98	-1.4	nt	nt	nt	nt	nt	?	i	0.2	1095	0.1	1372	-0.5%
Cc1cc(Nc2ccccc2)n(C(=O)c2ccc(N)cc2)n1	-10	33	0.5	0.91	0.8	-0.83	i	-2	2.2	2.4	3.5	-4%	i	-0.37	950	1.8	1104	-1.9%
O=C(CSCCO)Nc1cccc(C(F)(F)F)c1	11	14	0.059	-0.21	0.027	-0.88	i	-10	2.1	1.5	4.8	13%	i	nt	nt	nt	nt	1.4%
CC(C)(C)c1ccc(OCc2ccc(C(=O)NCc3cccnc3)o2)cc1	34	8	-0.96	-0.26	-0.44	1	i	-13	6.3	2.4	9.4	4%	i	-0.54	1413	2.1	901	-0.5%
Cc1nnc(SCC(=O)NC(=O)NC(C)(C)C)n1N	-14	-4	1.4	-0.19	0.84	-0.6	i	1	1.8	1.4	2.1	2%	i	0.24	900	-0.7	1198	-3.5%
CC1Cc2ccccc2N1C(=O)Cn1cc([N+](=O)[O-])cn1 (stereo not drawn)	0	-7	0.26	-0.18	0.66	-0.086	i	13	2.1	1.5	7.9	-2%	i	-0.28	1501	-2.3	1353	-2.1%
COc1ccc2[nH]c(=O)c(CN(Cc3nnnn3Cc3ccc(F)cc3)CC3CCCO3)cc2c1 (stereo not drawn)	8	5	-1.3	0.93	-0.2	0.48	i	12	6.6	2.0	3.3	42%	i	-0.89	1167	-6.8	1002	1.3%
COC(=O)c1cc(O)c(OCc2ccccc2)c(O)c1	3	-10	0.02	-0.25	-0.061	0.69	i	-3	2.0	2.5	7.6	3%	i	-0.06	1831	0.4	1020	-2.4%
O=C(Oc1ccc(-c2cnc3ccccc3n2)cc1)c1cccc([N+](=O)[O-])c1	25	23	-0.017	-0.24	-0.55	0.33	i	4	2.2	1.9	4.8	22%	i	0.08	1852	-1.4	1057	0.4%
CC1CCN(S(=O)(=O)c2ccc3c(c2)c(=O)c(C(=O)NCc2ccccc2Cl)cn3C)CC1	3	-13	1.3	-0.1	2	-1	i	21	2.2	1.2	0.5	1%	i	-0.47	1350	1.9	582	2.6%
O=C(NCc1ccc2c(c1)OCO2)C1CCCN1C(=O)Nc1cccc(Cl)c1 (stereo not drawn)	0	4	-0.43	-0.094	0.021	0.21	i	2	3.9	3.1	5.0	19%	i	1.4	1114	-5.7	1130	1.3%
